Source: PubChem BioAssay (Broad Institute)
F508del corr: correctors of CFTR F508del function in bronchial epithelial cells; 350,000 tested, 0.36% active; AID 720511; activity (quench increase), % at 7.58 µM; CFBE cells, YFP halide quenching; stimulated with forskolin plus potentiator P3; % fluorescence drop versus neutral controls;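 active = mean added fluorescence quench of at least 8% versus neutral control, with both replicates also reaching 8%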;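 note: cells transiently co-express mutant CFTR-F508del with the halide-sensitive YFP; corrector assay measuring rescue of mutant channel to the surface after 24 h compound exposure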
GSIS activator: GLuc luminescence reporter in INS-1E cells, primary screen for activators of glucose-dependent secretion of insulin; AID 743287; INS-1E GLuc reporter insulin secretion, 2-3 h; activation, % at 16.6 µM; 370,000 tested, 0.61% active;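 active = lowest replicate activation of at least 40%, so every replicate reaches that level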;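 note: 0% = median of neutral control wells and 100% = median of IBMX positive control wells; some compounds called inactive have numbers as strong as hits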
PGC1a acetyl inh: lowers PGC1a acetylation signal in U2OS cells. inhibition, % at 15.6 µM. 350,000 tested, 0.17% active. AlphaScreen anti-acetyl-lysine; with virally co-expressed GCN5 acetyltransferase;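 active = every replicate shows inhibition of at least 40%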;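 note: 0% = neutral control wells and 100% = positive control wells; some results beyond the cut were filed as inactive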
miR-122 sensor: miR-122 inhibition in Huh7 cells; Huh7 miR-122 Renilla luciferase sensor, 48 h; neutral wells = 0, positive control = 100; activation (reporter increase), % at 12.5 µM; 340,000 tested, 0.3% active; AID 602342;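 active = mean replicate activation score at least 90 and every replicate individually at or above 90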;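 note: higher luciferase means less miR-122 activity so hits act as miR-122 inhibitors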
C2C12 statin: suppressors of simvastatin-induced myotoxicity in C2C12 myotubes. ATP luminescence, 48 h; scaled: DMSO 0, geranylgeraniol control 100. rescue of ATP level, % at 7.49 µM. 330,000 tested, 0.78% active;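 active = mean ATP rescue above about 67%, or every replicate alone reaching that limit, limit read from the data, passing the limit was not always enough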;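 note: myotubes were challenged with 10 µM simvastatin during compound exposure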
FN deposition inh: fibronectin deposition inhibition; AH1F fibroblasts, Alexa488-fibronectin deposition fluorescence, overnight; inhibition, % at 12.6 µM; 350,000 tested, 0.086% active; AID 743247;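 active = mean inhibition across replicates of 30% or more, regardless of how many single replicates reach that level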;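 note: positive control wells lacked labelled fibronectin entirely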
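Schedule: 1 h cell adhesion before compound, then overnight fibronectin incubation; test system: AH1F fibroblast monolayer depositing Alexa488-labelled fibronectin into matrix; quantity: 10000 AH1F cells per well; probe or stimulus: fluorescent fibronectin at 24 nM final; signal: fluorescence, ex 485 nm, em 525 nm; evaluation: percent inhibition as loss of matrix-bound fibronectin fluorescence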
PglD inh: PglD (C. jejuni) enzyme inhibition | purified PglD enzyme, DTNB colorimetric CoA detection | inhibition, % at 12.5 µM | 360,000 tested, 0.098% active | AID 602405; in the data active = inhibition above about 16%, passing the limit was not always enough; note: strong numbers were not always called active
Cneo AK release: causes C. neoformans cell lysis. 360,000 tested, 0.2% active. adenylate kinase release luminescence, 4 h; normalised: neutral wells 0, clomiphene wells 100. lysis activity, % at 15 µM;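 active = mean lysis activity across replicates of at least 80%, whatever share of replicates individually reach that level; inactive = mean lysis activity below 80%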
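Signal: Adenylate kinase release luminescence | Assay system: Log-phase Cryptococcus neoformans yeast cells | Input: Cells at 5 × 10^6 per mL | Buffer or medium: Fresh YPD growth medium | Compound: Single dose | Schedule: Static 4 h at 37 °C with compound, 1 h detection | Controls: Clomiphene | Read-out: Luminescence rise reflecting yeast cell lysis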
An asterisk follows results filed as active; x = no result given; & = joins results of further samples; [ ] = another dose, or the depositor's remark.

SMILES	F508del corr	GSIS activator	PGC1a acetyl inh	miR-122 sensor	C2C12 statin	FN deposition inh	PglD inh	Cneo AK release
C[C@H]1CN([C@@H](C)CO)C(=O)c2cccc(NC(=O)C3CCCCC3)c2O[C@@H]1CN(C)C(=O)Nc1ccccc1	-3.4	6	1	2[16.7 µM]	-16	x	1	-2
Cc1ccc(S(=O)(=O)N/N=C/c2ccc(OS(=O)(=O)c3ccc(C)c([N+](=O)[O-])c3)cc2)cc1	x	-29	2	3	-3	x	-2	-3
O=C(Nc1ccc([N+](=O)[O-])cc1)C(=O)Nc1cccc(C(=O)O)c1	4.2	-11	-6	-1	-52	-1	7	-14
O=C(Cc1ccccc1)NCC(=O)OCC(=O)c1ccc(Cl)cc1	3.1	-2	4	1	0	-5	-1	-1
COc1cnc(-c2ccccn2)nc1Oc1ccc(F)cc1F	-3.4	7	2	-1	x	-3	x	x
CC(C)c1nc2ccccc2n1CCC(=O)O	x	16	13	2	-7	-3	7	1
CN(C(=O)CC1C(=O)NCCN1Cc1ccoc1)C1CCOCC1 (stereo unspecified)	-1.3	8	-6	x	x	7	x	x
CCS(=O)(=O)N1CCCCN2[C@H](C1)[C@H](c1ccc(-c3cccc(C#N)c3)cc1)[C@@H]2CO	0.4	8	-4	0[16.7 µM]	x	x	4	0
N#C/C(=C\Nc1ccc2c(c1)OCCO2)c1nc2ccccc2[nH]1	x	x	-29	3	-24	x	-3	3
CC(=O)Nc1ccc(CN2C(=O)C(C)(C)ON=C2c2ccc(NC(C)=O)cc2)cc1	-1.3	13	x	x	-8	-6	2	0
COc1cccc(NC(=O)[C@H](Cc2c[nH]c3ccccc23)NC(=O)[C@@H]2Cc3ccccc3CN2)c1	-1.0	x	-5	-4	0	x	4	1
C/C(Cn1nnc([N+](=O)[O-])n1)=N\NC(=O)c1ccccc1Cl	-3.3	-7	x	-1	3	x	x	x
COc1ccccc1NC(=O)N[C@H]1CC[C@@H](CCn2cc(-c3ccccc3)nn2)O[C@@H]1CO	-0.1	-10	1	x	6	x	1	4
Cc1ccccc1-c1nc(-c2cccnc2)no1	x	x	4	-1	10	4	x	1
OC[C@@H]1[C@@H](c2ccc(C#CC3(O)CCCC3)cc2)[C@H]2CN(Cc3cncnc3)CCCCN12	-1.1	5	11	9[16.7 µM]	6	-2	-2	2
COc1ccccc1NC(=O)CSc1nnc(Cn2cnc3ccccc32)n1C	x	11	0	2	x	-3	-3	-1
O=C1CC(C(F)(F)C(F)(F)C(F)(F)C(F)F)=Nc2ccccc2N1	x	x	x	-1	-1	x	-5	-1
COc1cccc(-c2cc(C(=O)NCc3ccco3)c3ccccc3n2)c1	-0.2	-14	6	2	7	-3	-3	0
COc1ccc(NS(=O)(=O)c2cc(Br)cc3c2N(C(C)=O)CC3)cc1	4.6	11	3	189*	x	-1	3	-1
CCOc1cc(C(=O)N/N=C(\C)Cc2ccc(OC)cc2)cc(OCC)c1OCC	x	-32	2	5	11	-13	-9	-1
CCCCC(=O)Nc1cc(OC)c(NC(=S)NC)cc1OC	2.1	-22	x	-8	-3	7	x	x
O=C(NCC1CCCO1)C1CCN(c2ccc(S(=O)(=O)N3CCCC3)cc2)CC1 (stereo unspecified)	0.4	-7	-3	-10	4	x	-1	0
C[C@@H]1CN([C@@H](C)CO)C(=O)c2cc(NC(=O)CCC(F)(F)F)ccc2O[C@@H](C)CCCCO[C@@H]1CN(C)Cc1ccc(C(=O)O)cc1	0.5	11	7	2[16.7 µM]	x	x	1	3
N#Cc1c(NC(=O)CSc2nnc(-c3ccco3)n2-c2ccccc2)sc2c1CCC2	x	x	2	-5	-7	x	-6	-1
CCOC(=O)c1oc2ccccc2c1N	x	x	0	10	x	-1	2	5
COc1ccc(N2CCN(CC(=O)c3ccc(Cl)cc3)CC2)cc1	2.8	-16	x	x	7	-4	0	-1
O=C1CCCC/C1=C\Nc1ccc(O)cc1	-3.8	-5	12	-13	x	x	5	-1
CN(C)c1ccc2c(c1)[C@@H]1C[C@@H](CC(=O)NCc3ccncc3)O[C@@H](CO)[C@@H]1O2	1.3	13	5	-3[16.7 µM]	-2	-1	0	0
CCCOc1ccc(S(=O)(=O)NCc2ccc(OC)cc2)cc1	x	x	3	2	17	x	6	4
C[C@@H]1CCCCO[C@@H](CN(C)C(=O)Nc2ccccc2)[C@@H](C)CN([C@H](C)CO)C(=O)c2cc(NC(=O)c3ccncc3)ccc2O1	-1.8	6	5	1[16.7 µM]	x	-5	1	5
COc1cccc(CNC(=O)C2CCN(S(=O)(=O)c3ccccc3)CC2)c1	x	x	x	17	-2	1	-6	-1
O=C(O)c1ccc(-n2cccc2)cc1O	x	x	x	-8	-2	x	1	-1
C/C(CC(=O)NCc1ccco1)=N\NC(=O)Cc1ccccc1	x	x	6	-3	x	x	-1	6
S=C(c1ccccc1)N1CCCc2ccccc21	x	34	-15	1	2	-4	2	0
O=C(N/N=C\c1cn(-c2ccccc2)nc1-c1ccccc1)c1ccc2c(c1)OCO2	x	-25	1	-1	-22	x	-9	6
Cc1noc(C)c1S(=O)(=O)Nc1ccc2c(c1)C(=O)N([C@@H](C)CO)C[C@H](C)[C@@H](CN(C)Cc1ccc(Cl)c(Cl)c1)O2	-3.4	-11	-3	5[16.7 µM]	x	x	-5	3
CCS(=O)(=O)Nc1ccc2c(c1)C(=O)N(C)C[C@H](OC)[C@H](C)CN[C@H](C)CO2	x	0	x	1[16.7 µM]	-1	-15	-2	2
Oc1ccccc1C=NCCCCCCN=Cc1ccccc1O	0.6	-13	-6	7	2	-12	-1	-6
CC(=O)N1CCN(CC(=O)Nc2c(Cl)cc(Cl)cc2Cl)CC1	-0.1	8	12	x	10	x	-5	0
O=C(COC(=O)c1cc(Cl)ccc1Cl)Nc1ccc2[nH]c(=O)[nH]c2c1	-1.2	19	-12	5	6	1	-4	-2
CC(=O)N1c2ccc(S(=O)(=O)N(C)CC(=O)NCc3ccc(C)cc3)cc2CC1C (stereo unspecified)	1.6	10	-1	10	16	-2	-4	1
CC(Oc1ccccc1)C(=O)Nc1ccc(S(=O)(=O)N2CCN(C)CC2)cc1 (stereo unspecified)	-4.2	-7	-5	1	-18	1	-2	-2
CCCN(C)C[C@@H]1Oc2ncc(-c3cccc(C(=O)N(C)C)c3)cc2C(=O)N([C@@H](C)CO)C[C@H]1C	-0.9	2	4	-1[16.7 µM]	11	4	-1	0
N#Cc1ccc(C(=O)OCC(=O)N2CCN(C(=O)c3ccco3)CC2)cc1	-1.0	0	3	x	2	2	-2	1
CC1=C(/C=C/C(C)=C/C=C/C(C)=C/C(=O)O)C(C)(C)CCC1	-4.2	-3	-21	2	-4	5&5	-3	3

17 entries from above, comma-delimited:
Molecule,F508del corr,GSIS activator,PGC1a acetyl inh,miR-122 sensor,C2C12 statin,FN deposition inh,PglD inh,Cneo AK release
CN(C)c1ccc2c(c1)[C@@H]1C[C@@H](CC(=O)NCc3ccncc3)O[C@@H](CO)[C@@H]1O2,1.3,13,5,-3[16.7 µM],-2,-1,0,0
CCCOc1ccc(S(=O)(=O)NCc2ccc(OC)cc2)cc1,x,x,3,2,17,x,6,4
C[C@@H]1CCCCO[C@@H](CN(C)C(=O)Nc2ccccc2)[C@@H](C)CN([C@H](C)CO)C(=O)c2cc(NC(=O)c3ccncc3)ccc2O1,-1.8,6,5,1[16.7 µM],x,-5,1,5
COc1cccc(CNC(=O)C2CCN(S(=O)(=O)c3ccccc3)CC2)c1,x,x,x,17,-2,1,-6,-1
O=C(O)c1ccc(-n2cccc2)cc1O,x,x,x,-8,-2,x,1,-1
C/C(CC(=O)NCc1ccco1)=N\NC(=O)Cc1ccccc1,x,x,6,-3,x,x,-1,6
S=C(c1ccccc1)N1CCCc2ccccc21,x,34,-15,1,2,-4,2,0
O=C(N/N=C\c1cn(-c2ccccc2)nc1-c1ccccc1)c1ccc2c(c1)OCO2,x,-25,1,-1,-22,x,-9,6
Cc1noc(C)c1S(=O)(=O)Nc1ccc2c(c1)C(=O)N([C@@H](C)CO)C[C@H](C)[C@@H](CN(C)Cc1ccc(Cl)c(Cl)c1)O2,-3.4,-11,-3,5[16.7 µM],x,x,-5,3
CCS(=O)(=O)Nc1ccc2c(c1)C(=O)N(C)C[C@H](OC)[C@H](C)CN[C@H](C)CO2,x,0,x,1[16.7 µM],-1,-15,-2,2
Oc1ccccc1C=NCCCCCCN=Cc1ccccc1O,0.6,-13,-6,7,2,-12,-1,-6
CC(=O)N1CCN(CC(=O)Nc2c(Cl)cc(Cl)cc2Cl)CC1,-0.1,8,12,x,10,x,-5,0
O=C(COC(=O)c1cc(Cl)ccc1Cl)Nc1ccc2[nH]c(=O)[nH]c2c1,-1.2,19,-12,5,6,1,-4,-2
CC(=O)N1c2ccc(S(=O)(=O)N(C)CC(=O)NCc3ccc(C)cc3)cc2CC1C (stereo unspecified),1.6,10,-1,10,16,-2,-4,1
CC(Oc1ccccc1)C(=O)Nc1ccc(S(=O)(=O)N2CCN(C)CC2)cc1 (stereo unspecified),-4.2,-7,-5,1,-18,1,-2,-2
CCCN(C)C[C@@H]1Oc2ncc(-c3cccc(C(=O)N(C)C)c3)cc2C(=O)N([C@@H](C)CO)C[C@H]1C,-0.9,2,4,-1[16.7 µM],11,4,-1,0
N#Cc1ccc(C(=O)OCC(=O)N2CCN(C(=O)c3ccco3)CC2)cc1,-1.0,0,3,x,2,2,-2,1

More structures follow:
SMILES	F508del corr	GSIS activator	PGC1a acetyl inh	miR-122 sensor	C2C12 statin	FN deposition inh	PglD inh	Cneo AK release
COc1cc(C(=O)NCc2ccc(S(N)(=O)=O)cc2)ccc1OCC(=O)N1CCOCC1	-1.4	16	12	-14	-1	-3	-3	-2
O=C(NCC1CCOCC1)c1ccc(OC2CCN(Cc3ccccn3)CC2)cc1	-0.8	5	1	-8	1	1	0	0
COCCCn1c(C)nnc1SCC(=O)Nc1ccc(C(C)=O)cc1	0.6	7	1	8	20	-4	0	-4
COc1cccc(/C=C2\Oc3cc(OC(=O)N4CCOCC4)ccc3C2=O)c1	-2.9	4	-3	x	x	-6	x	x
Cc1ccnc(NC(=O)c2ccc3c(c2)C(=O)N(CC(C)C)C3=O)c1	-0.3	-13	x	x	-8	x	-5	4
COc1ccc(NC(C)=O)cc1S(=O)(=O)Nc1ccc(C(=O)N2CCCC2)cc1	-3.0	6	1	11	2	-1	x	x
COc1ccc(C(=O)Nc2ccc(Cl)cn2)cc1S(=O)(=O)N1CCCC1	-2.3	18	-10	x	5	3	-2	-4
Cc1ccc(NC2CC(C)NC(=S)N2)cc1 (stereo unspecified)	0.2	-2	-4	x	-7	8	1	-3
COc1ccc(CCNC(=O)COC(=O)C2CC2C)cc1OC (stereo unspecified)	1.5	57*	-1	-5	9	0	-2	-2
CCCNC(=O)Nc1ccc2c(c1)C(=O)N(C)[C@H]1CC[C@H](CC(=O)Nc3cccc(C)c3)O[C@@H]1CO2	0.3	0	-4	50[16.7 µM]	-25	-8	1	0
CN(C)CC(=O)N[C@H]1CC[C@H](CCNC(=O)Nc2ccc(F)cc2)O[C@H]1CO	3.3	-1	5	-3[16.7 µM]	-15	x	1	13
NS(=O)(=O)c1ccc(CNC(=O)c2ccncc2)cc1	1.8	-5	9	-5	-1	1	-3	0
